KLF5 inhibitor: inhibitors of KLF5 expression; hit rate 0.23% among 290,000; DLD-1 KLF5 promoter-luciferase reporter, luminescence; inhibition, % at 5 µM;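 active means inhibition above a per-plate limit of that plate's mean compound inhibition plus 3 SD, cut at about 60% in these data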;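 further: 0% = DMSO wells and 100% = LY294002 at 200 µM; higher means less KLF5 promoter-driven luciferase light; inactives centre near -14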
aSyn 5UTR inh: MLPCN primary screen, SNCA 5' untranslated region. alpha-synuclein 5'UTR reporter, inhibitor activity. hit rate 0.82% among 300,000. inhibition, % (tested at 7.5 µM). AID 1813; in the data active means inhibition above about 60%;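 further: H4 neuroglioblastoma cells stably carrying SNCA 5'UTR luciferase fusion; 0% = DMSO wells and 100% = positive control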
HSF1 activator: increases HSF-1 driven luciferase reporter signal | hit rate 1.7% among 300,000 | activation, % at 9 µM | AID 504408 | NIH3T3-HGL HSF-1 luciferase reporter, MG132, 8 h; 100% = twice DMSO control signal;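 active means mean replicate activation of at least 50% with a set share of replicates each reaching 50%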;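 further: 0% = median of the neutral control wells and 100% = twice that signal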
HSP90 refold inh: inhibitors of HSP90 luciferase refolding in rabbit reticulocyte lysate; luciferase refolding luminescence, 3 h; inhibition, % at 5.6 µM; hit rate 0.91% among 290,000; AID 1789;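 active means inhibition above the screen-wide mean plus 3 SD, computed separately per campaign, cut at about 16% in these data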;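 further: 0% = DMSO wells and 100% = 60 µM geldanamycin wells; inhibitors lower the luminescence because luciferase stays unfolded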
HSF1 inhib: HSF1 inhibition; NIH3T3-HGL HSE-luciferase, MG132-induced, luminescence 8 h; stronger effect = lower value; activity change, negative = inhibition, % at 7.5 µM (by protocol); hit rate 0.77% among 300,000;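 active means more than half of replicate wells show activity change below -50%, luminescence cut by over half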;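 further: luciferase reports HSF-1 transcriptional activity via heat shock element; 0% = median of DMSO wells and -100% = zero luminescence signal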
HIF act: HIF pathway transcriptional activation; hit rate 0.32% among 300,000; U2OS HRE-luciferase reporter, luminescence; normalized: DMSO 0%, desferrioxamine 100%; activation, % at 7.5 µM (by protocol);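 active means mean activation of at least 10% of the iron chelator positive control signal, with at least half of replicates also reaching 10%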
Platelet DG rel: modulates dense granule release in human platelets; human platelet-rich plasma, SFLLRN dense granule ATP release, luminescence; inhibition, %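 (compounds screened at 7.5 µM in platelet-rich plasma)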; hit rate 0.22% among 300,000;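 active means mean replicate score, as percent of positive control, at or above 50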
IEC-6 tox: kills IEC-6 intestinal cells in KLF5 counter-screen; inhibition, % at 5 µM; hit rate 0.78% among 290,000; IEC-6 cytotoxicity, luminescence viability; in the data active means inhibition above about 22%;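 further: 0% = plate median of test compound wells and 100% = cytotoxic reference compound wells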
SKKanGAS inh: inhibitors of SKKanGAS S. pyogenes growth in kanamycin (SK-promoter or general growth effect); inhibition, % at 7.5 µM; AID 1662; hit rate 1.3% among 300,000; BacTiter-Glo, 6 h;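 active means mean replicate score, as percent of positive control median, at least 50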;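 further: strain carries kanamycin resistance gene driven by streptokinase promoter and grows in 40 µg/ml kanamycin; loss of luminescence reflects streptokinase promoter inhibition or plain growth inhibition; 0% = median of DMSO wells and 100% = positive control at its reference dose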
AI-2 QS mod: Vibrio harveyi AI-2 quorum sensing modulation. activity change, % at 7.5 µM. AID 2094. Vibrio harveyi JMH597 AI-2 luminescence/OD600 ratio, 9 h; stronger effect = lower value; strain lacks LuxN and CqsS sensors; 0 = neutral-control median. hit rate 0.4% among 300,000; in the data active means activity change below about -75%, passing the limit was not always enough;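 further: luminescence divided by OD600 gain over 9 h not by final OD600 alone; inactives centre near 13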
* hit, by the source's call; / = not tested or not shown.

cpd	Structure	KLF5 inhibitor	aSyn 5UTR inh	HSF1 activator	HSP90 refold inh	HSF1 inhib	HIF act	Platelet DG rel	IEC-6 tox	SKKanGAS inh	AI-2 QS mod
1	CCCCCn1c(=O)c(C(=O)NC(C)c2ccccc2)c(O)c2ccccc21 (stereo unspecified)	-27	8	8	1	-2	0.2	6	0	43	20
2	C=CCN1CC[C@]23c4c5ccc(O)c4O[C@H]2/C(=N/NC(=O)c2ccccc2)CC[C@@]3(O)[C@H]1C5	/	5	-4	/	4	0.1	2	/	-1	4
3	Cc1ccc(CN2CCCN(Cc3ccccc3C)S2(=O)=O)cc1	-46	11	11	1	1	0.6	-3	2	34	-49
4	CC1N=C(c2ccccc2Cl)c2cc(Br)ccc2NC1=O (stereo unspecified)	-2	24	21	0	12	-1.2	1	1	-1	11
5	COP(=O)(Cc1ccc(C#N)o1)OC	-18	9	-7	-2	0	-0.8	5	-5	-6	-7
6	COc1cc2c(c(OC)c1)C(=O)OC(C)CCCC(=O)CCCCC2 (stereo unspecified)	-14	20	8	-4	-2	0.4	6	-9	5	10
7	Cc1ccn2nc(S(=O)(=O)Nc3c(F)cccc3F)nc2n1	-2	18	15	1	-1	0.2	-9	-2	-17	19
8	C[N+]12CCC(CC1)C(C(O)(c1cccc(Cl)c1)c1cccc(Cl)c1)C2 (stereo unspecified)	-21	-1	6	8	-3	-0.3	-29	1	-3	12
9	COc1ccc(OC)c(C2=NOC(C(=O)N3CCC4(CC3)OCCO4)C2)c1 (stereo unspecified)	-26	/	/	-1	/	/	2	-8	7	27
10	CC(C)CNc1c2c(nc3ccccc13)CCC2	-18	-12	-16	0	-12	0.6	2	1	-2	4
11	Cc1cc(C)n2c(Br)c(CN3CC4CC(C3)c3cccc(=O)n3C4)nc2n1 (stereo unspecified)	0	-9	7	2	7	-0.1	-1	0	-6	11
12	C=C1C(O)(c2ccccc2)C2CC[N+]1(C)CC2 (stereo unspecified)	13	-7	-3	3	-4	0.0	1	5	-7	-7
13	Cc1ccc(S(=O)(=O)N[C@@H](CCCCN)C(=O)CCl)cc1	/	-4	-18	/	1	-0.8	-1	/	4	9
14	NNP(=O)(CC(=O)c1ccccc1)c1ccccc1 (stereo unspecified)	-25	7	1	2	-1	-0.2	-16	-6	-12	-3
15	O=C(COc1ccccc1)N1CCN(CC(O)COc2ccccc2)CC1 (stereo unspecified)	-12	24	14	1	-9	-0.2	1	-1	-1	0
16	O=C(Cn1cnc2ccccc2c1=O)NCCC(=O)N1CCC2(CC1)OCCO2	-29	-19	-1	-1	-4	-0.4	2	-4	4	21
17	CSc1ccc(C(=O)C2CCCN(Cc3ccn[nH]3)C2)cc1 (stereo unspecified)	16	0	-15	2	3	-1.0	3	0	-1	16
18	COc1cc(C=C2C(=O)NC(=O)NC2=O)cc(OC)c1OC	-18	14	7	2	2	-12	2	4	-5	15
19	Cc1ccc(-n2c(O)c(C=NCc3ccco3)c(=O)[nH]c2=S)cc1C	1	-33	14	-1	6	0.2	1	-10	10	24
20	CC[C@H](C)/C=C(C)/C=C/C1=CC2=C(Cl)C(=O)[C@@](C)(OC(C)=O)C(=O)C2=CO1	/	23	0	/	-4	-0.3	-1	/	6	29
21	Cc1cc(N2C(=O)C3CCCN3C2c2cccc(Cl)c2)no1 (stereo unspecified)	-6	7	-2	-1	3	-0.5	0	1	-8	2
22	CC1CC2(O)c3nonc3CCC2N1O (stereo unspecified)	-8	3	0	-2	-2	-0.4	-3	-3	9	33
23	CC(=NCc1ccc2c(c1)OCO2)c1c(O)n(-c2ccccc2)c(=O)[nH]c1=O	6	-7	6	-1	1	0.0	7	0	-2	22
24	CC/C(=C\C=C\[C@@H]1C=C[C@@H]2CCC[C@H]2[C@@H]1C(=O)c1ccc[nH]1)[C@@H]1O[C@@H]([C@@H](C)C(=O)O)CC[C@@H]1C	12	45	20	5	8	0.2	0	39*	131*	17
25	CN(CCc1nnc(N)s1)[N+](=O)[O-]	-3	-13	4	0	-4	-0.4	-1	6	-6	6
26	c1ccc(-c2ccc(-c3n(-c4ccccn4)c4ccccc4[n+]3-c3ccccn3)cc2)cc1	-25	-38	29	1	12	0.4	0	-2	7	19
27	Oc1ccc(CC2(N3CCCC3)CCCCC2)cc1	5	-11	-9	-2	-1	0.7	3	0	-2	7
28	COc1c2c(cc3c1OCO3)CC[N+](C)=C2	-19	17	1	-4	0	-0.2	1	-3	-4	1
29	CCN(CC)C(=O)c1ccc(NC(=O)C2=C(C)OCCS2)cc1	-24	-13	-25	-1	-7	-0.9	1	-2	0	5
30	COc1ccc(OC)c(N2C(=O)NC(=O)/C(=C\c3ccc([N+](=O)[O-])s3)C2=O)c1	9	25	-70	3	-63*	-0.5	-3	-10	10	29
31	CCCCn1c(O)c(C(CC)=Nc2ccc(OC)cc2OC)c(=O)[nH]c1=O	5	17	17	0	12	0.0	-2	-2	10	38
32	O=C1NC(=O)N(c2cccc(F)c2)C(=O)/C1=C/c1ccc(N2CCOCC2)cc1	2	16	8	-1	-5	-0.1	-1	-3	3	19
33	CN(C)c1ccc(/C=C2/C(=O)NC(=O)N(Cc3ccco3)C2=O)cc1	-18	2	-8	2	0	-0.9	-2	-8	9	14
34	N[C@@H](Cc1c[nH]c2ccccc12)c1nnc(SCc2ccc(Cl)cc2)o1	-5	-12	22	0	3	-0.6	0	3	-11	8
35	O=C1NC(=O)C(CCc2ccncc2)(CCc2ccncc2)C(=O)N1CCc1ccc(F)cc1	-26	4	4	-2	6	-0.9	0	-4	-27	24
36	Oc1ccccc1/C=N/NP(=S)(c1ccccc1)c1ccccc1	-1	-4	17	5	18	-0.7	-5	8	12	4
37	CN(C)C(=O)Oc1ccc(NC(=O)N2CCOCC2)cc1	-39	10	-25	-5	-14	-4.1	5	-6	4	23
38	Cc1ccc(C(=O)N[C@@H](C)CN2C3=NC[C@@H](Cc4ccccc4)N3C[C@H]2Cc2ccc(O)cc2)cc1Br	-8	5	18	8	0	-0.3	-1	7	4	34
39	CCOC(=O)C1SC2(C(F)(F)C(F)F)CC1(O)c1c(c(OC)c3occc3c1OC)O2 (stereo unspecified)	-15	14	-4	-1	2	0.0	8	5	1	26
40	NC(=O)OCCSc1nnc(-c2cccc(C(N)=S)c2)o1	-13	-22	-2	-1	-3	-0.2	6	-5	-2	46
41	Cc1c(/C=N/O)c2ccccc2n1C	-28	-4	3	10	0	0.5	0	5	-6	-4
42	Nc1ccccc1C(=O)OCC(=O)N1CCc2ccccc21	-82	-168	15	2	17	-0.7	/	-2	0	23
43	CN1CCN(c2nc3ccccc3c(=O)n2-c2ccccc2)CC1	-18	-6	9	0	-2	-0.2	-26	4	-4	4
44	Cc1ccc(NP(=O)(Oc2ccccc2F)Oc2ccccc2F)cc1C	-9	-11	6	-3	1	-0.1	12	4	25	-2
45	CCCCOC(=O)C1=C(N)OC2=C(C(=O)CCC2)[C@]12C(=O)Nc1ccccc12	-9	-4	15	7	-7	0.1	0	8	1	/
46	CN1C(=O)/C(=C/C=C/c2ccco2)C(=O)NC1=S	-14	-15	0	0	-1	-0.4	3	-10	-6	9
47	Cc1ccc(-c2nc3ccccc3c(=O)n2-c2ccc(O)cc2)cc1	-20	4	-7	-3	-4	-0.1	-4	-3	-2	-4
48	COc1cc2c3c(c1OC)-c1cc(O)ccc1CC3NCC2 (stereo unspecified)	-41	-6	-2	-4	-12	0.1	8	-8	1	16
49	CN(Cc1ccccc1)C(=O)CN1CCCC1=O	-21	2	-10	5	-1	-0.9	-7	-1	3	-5
50	C=CCN1C(=O)NC(=O)/C(=C/c2ccc(OC)c(CSc3ccccn3)c2)C1=O	10	6	15	-1	9	0.6	2	0	6	23
51	Cc1cccnc1-n1c(-c2ccccc2)nc2ccccc2c1=O	-41	-1	-1	-2	6	-0.1	-6	-3	4	1
52	O=C(C[N+]12CCC(CC1)C(O)C2)c1ccc(Br)cc1 (stereo unspecified)	-15	-28	-6	-3	2	0.1	-2	-2	-3	14
53	Cc1cc(C)cc(N2C(=O)/C(=C\c3ccc(N4CCN(C)CC4)o3)C(=O)NC2=S)c1	-2	-21	-2	-1	6	-0.6	-2	-10	6	-1
54	c1ccc2c(c1)CC1CNCc3cccc(c31)S2 (stereo unspecified)	-7	20	-9	6	0	-0.4	5	3	20	23
55	CCOP(=S)(OCC)SCC(=O)NC(C(=O)O)C(C)C (stereo unspecified)	-20	-11	-2	3	-5	-0.8	-4	7	-3	33
56	O=C(c1ccc(Cl)cc1)C1CCCN(Cc2ccc3nonc3c2)C1 (stereo unspecified)	-20	15	9	-6	7	-0.6	6	-8	0	0

(more compounds)
cpd	Structure	KLF5 inhibitor	aSyn 5UTR inh	HSF1 activator	HSP90 refold inh	HSF1 inhib	HIF act	Platelet DG rel	IEC-6 tox	SKKanGAS inh	AI-2 QS mod
57	CN1CCc2c(C#N)c(Cl)nc(Cl)c2C1	6	-41	-1	2	-4	-0.3	-1	0	-3	12
58	CCC(=NCC1CCCO1)c1c(O)[nH]c(=O)[nH]c1=O (stereo unspecified)	-10	22	-8	1	-6	-0.2	8	1	-7	13
59	O=C(c1ccco1)c1cn(Cc2ccccc2Cl)c2ccccc12	-25	17	20	10	6	-0.3	7	1	9	-1
60	CCCCN1C(=O)/C(=C/C=C/c2ccco2)C(=O)NC1=S	-20	-10	5	3	0	0.0	-3	-2	5	3

Bioassay records from PubChem BioAssay.

Not all compounds are listed (hit frequency here may not be typical).
